Screening results as filed in PubChem BioAssay.
CaV13 FRET inh – Disruptors of the CACNA1D IQ motif to Ca2+-dependent inactivation inhibitor domain association, primary screening, Förster resonance energy transfer in intact living …. HEK cells, CFP/YFP FRET ICDI-IQ, plate reader, 10 min; percent FRET-ratio fall versus neutral wells. inhibition, % at 12.3 µM. 0.098% of 340,000 active. AID 743397;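 active means mean replicate inhibition of at least 30% and at least 1% of replicates passing that level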;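 further: 0% = median of the neutral control wells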
hiPSC survival – hiPSC single-cell survival enhancement. ATPlite luminescence; 100% = ROCK inhibitor wells, 0% = DMSO. survival enhancement, % at 20 µM. 0.044% of 360,000 active. AID 602274; in the data active means survival enhancement above about 18%;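 further: cells exposed to compounds for 16 hours before the ATP read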
aDG glyco act – increases alpha dystroglycan glycosylation; AID 624168; Pro5-aDG cells, alpha-DG glycosylation AlphaScreen (IIH6); 0% Pro5, 100% B10-LARGE cell signal; 0.22% of 360,000 active; activation, % at 10 µM;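 active means activation of at least 8% versus controls, or a plate z-score of at least 8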;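 further: Pro5 are CHO cells carrying HIG-tagged alpha-DG that lacks glycosylation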
Peg3 promoter – inhibitors of Peg3 promoter. inhibition, % at 20 µM. HeLa PEG-Prom luciferase reporter, luminescence, overnight. 1.7% of 360,000 active;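 active means inhibition of at least 50% at 20 µM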
PDI turbidity – blocks human protein disulfide isomerase activity; AID 588391; inhibition, % at 10 µM; PDI insulin aggregation turbidity, A650, 90 min; P07237; 0.052% of 350,000 active;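 active means mean inhibition across replicates of 30% or more, whatever share of single replicates reach that level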;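 further: absorbance from insulin aggregation driven by PDI reduction with DTT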
Target sequence (P07237 whole entry, looked up): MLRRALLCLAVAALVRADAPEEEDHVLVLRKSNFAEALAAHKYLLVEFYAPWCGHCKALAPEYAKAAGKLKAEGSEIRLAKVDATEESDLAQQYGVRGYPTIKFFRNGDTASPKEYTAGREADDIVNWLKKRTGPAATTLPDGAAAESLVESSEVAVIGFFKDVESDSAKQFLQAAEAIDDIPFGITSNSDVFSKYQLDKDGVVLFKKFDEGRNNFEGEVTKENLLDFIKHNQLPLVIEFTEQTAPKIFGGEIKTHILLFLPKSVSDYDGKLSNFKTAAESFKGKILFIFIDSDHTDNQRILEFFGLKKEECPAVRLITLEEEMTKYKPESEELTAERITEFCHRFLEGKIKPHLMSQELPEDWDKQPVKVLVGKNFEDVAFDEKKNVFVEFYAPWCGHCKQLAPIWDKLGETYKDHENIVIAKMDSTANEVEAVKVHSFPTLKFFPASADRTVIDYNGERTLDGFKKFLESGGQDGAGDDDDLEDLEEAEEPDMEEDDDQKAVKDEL
Granule exo inh – blocks lytic granule exocytosis; TALL-104 LAMP-1 surface exposure, flow cytometry; cells stimulated with thapsigargin and PMA; 0.66% of 360,000 active; inhibition, % at 10 µM;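 active means inhibition above about 55%, limit read from the data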
TRPM1 prom inh – inhibitors of MITF-driven TRPM1 promoter in melanoma cells | SK-MEL-5 TRPM1 promoter luciferase, 24 h | 0.83% of 330,000 active | inhibition, % at 12.5 µM;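 active means mean inhibition across replicates of 60% or more, whatever share of single replicates reaches that level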; further: values of inactives mirror those of a sister screen read the other way
HIF-2a block – inhibitors of HIF-2a; inhibition, % at 18.8 µM; 786-0 RCC cells HIF-2a reporter, luciferase luminescence, overnight; 0.72% of 360,000 active;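 active means inhibition of the luminescence signal of 40% or more relative to plate controls, in a single-dose primary screen at 18.75 µM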
NR2E3 ag-1 – activates human photoreceptor nuclear receptor NR2E3; 0.12% of 320,000 active; inhibition of corepressor binding, % at 4.78 µM; Q9Y5X4; GST-NR2E3/biotin-RetCOR TR-FRET, 1536-well; AID 2300;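 active means percent inhibition above the cutoff of mean plus 3 SD of all tested compounds, set per screening campaign, cut at about 20% in these data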;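 further: 0% = DMSO wells and 100% = biotin wells as full block of FRET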
Target sequence (Q9Y5X4 whole entry, looked up): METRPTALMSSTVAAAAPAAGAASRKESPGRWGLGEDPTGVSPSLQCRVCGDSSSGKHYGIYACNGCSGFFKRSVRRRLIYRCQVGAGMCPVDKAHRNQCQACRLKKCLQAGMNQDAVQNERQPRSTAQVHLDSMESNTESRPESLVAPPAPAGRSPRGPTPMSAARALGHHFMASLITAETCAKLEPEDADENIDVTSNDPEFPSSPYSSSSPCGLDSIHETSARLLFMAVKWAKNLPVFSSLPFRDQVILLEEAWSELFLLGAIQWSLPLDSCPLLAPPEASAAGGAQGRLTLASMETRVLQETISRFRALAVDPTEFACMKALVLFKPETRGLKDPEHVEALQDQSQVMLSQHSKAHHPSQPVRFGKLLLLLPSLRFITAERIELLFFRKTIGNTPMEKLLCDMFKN
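System: GST-tagged NR2E3 plus biotinylated RetCOR corepressor; Amount: 1.35 nM GST-tagged NR2E3 final; Dosing: single nominal compound dose of 4.8 µM; Schedule: 5 h incubation at 4 °C; Technique: TR-FRET with europium anti-GST and streptavidin-D2, 340 nm excitation; Controls: biotin wells as high control, 0.6% DMSO wells as low control.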
Vif imaging – blocks HIV Vif function | 0.35% of 340,000 active | inhibition, % at 7.49 µM | HEK293T cells, Vif self-association by quenched fluorescence, imaging, 24 h; in the data active means inhibition above about 50%, passing the limit was not always enough; further: some results filed as inactive read as strong as hits
NR2E3 ag-2 – agonists of human NR2E3 nuclear receptor; AID 602229; 0.35% of 360,000 active; Q9Y5X4; inhibition of corepressor binding, % at 3.98 µM; CHO-S Gal4-NCOR/VP16-NR2E3 two-hybrid, luciferase;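 active means inhibition above the mean of all tested compounds plus 3 SD, cut at about 70% in these data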;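 further: 0% = DMSO with NR2E3 transfected cells and 100% = cells lacking NR2E3 construct; higher means lower luciferase signal from less NR2E3 corepressor binding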
The depositor's hits bear a star; / = no result given.

SMILES	CaV13 FRET inh	hiPSC survival	aDG glyco act	Peg3 promoter	PDI turbidity	Granule exo inh	TRPM1 prom inh	HIF-2a block	NR2E3 ag-1	Vif imaging	NR2E3 ag-2
COc1ccc(C2=COc3ccccc3C(=O)N2)cc1	9	-0.7	1.5	-70	1	-4	-26	-117	1	27	-34
CCN1CCN(C(=O)CN(CC)S(=O)(=O)c2ccc(Cl)cc2)CC1	-4	0.6	-0.1	5	-1	-4	12	4	1	/	6
CC1(C(=O)O)COC(c2ccc([N+](=O)[O-])cc2)OC1 (configuration not stated)	-4	-3.1	-0.2	11	8	-2	8	5	0	-2	12
CCc1ccc(NC(=O)Cn2nc(C)c([N+](=O)[O-])c2C)cc1	12	0.4	0.2	19	2	-1	-13	15	1	-2	-12
CCN(CC)CCNCc1cc(Br)ccc1OCC(=O)NCc1ccccc1	-4	-2.3	0.5	-9	0	8	-2	-2	1	2	21
COc1cc2c(cc1O)CC[C@@H]1[C@@H]2CC[C@]2(C)[C@@H](O)CC[C@@H]12	/	-0.5	-0.1	28	8	2	17	23	2	-4	-20
CCN(CC(=O)Nc1ccc(C)c(F)c1)CC(=O)NC(C)C	3	-0.4	2.5	4	-4	3	2	18	-3	-5	9
CN1C(=O)CC(c2ccccc2)C1=O (configuration not stated)	-5	2.7	-0.1	3	-2	-5	0	2	0	2	-9
Cc1ccc(NC(=O)CSCC(=O)N(C)Cc2ccc(Cl)c(Cl)c2)cc1	-1	0.5	0.2	6	4	-1	/	-7	-4	-5	-23
O=C(NCCCN1CCOCC1)c1cc(-c2ccco2)nc2ccccc12	-6	-2.1	-0.1	-4	0	-13	9	14	/	-6	-23
C=CCN1c2ccccc2[C@]23C[C@@H](C(=O)OC)N(C(C)=O)C2=NC(C(=O)OC)=C(C(=O)OC)[C@H]13	-6	3.3	-0.4	4	-2	-7	2	9	-2	/	-12
CC(=O)NN1C(=O)/C(=C\c2ccc(O)cc2)SC1=S	-22	1.9	-0.2	-11	25	-1	3	-10	-5	-9	19
Cc1ccc(S(=O)(=O)N(C)C)cc1NC(=O)Nc1ccccc1F	-13	-0.3	-0.1	3	6	-4	/	3	2	/	17
Cc1ccc(-c2ccc(=O)n(CC(=O)Nc3cccc(C(=O)N4CCN(C)CC4)c3)n2)cc1	-6	-1.4	-0.1	14	2	1	3	-3	4	2	9
CN(C)CCCNc1nc2cc(-c3ccccc3)sc2c(=O)n1C	-6	6.6	0.5	-14	-5	2	/	-69	/	-5	-4
CCN(CC)C(=O)CN(C)S(=O)(=O)c1cccc2nsnc12	-5	3.9	0.0	17	3	-1	-4	18	4	-3	10
O=C(COC(=O)c1c2ccccc2cc2ccccc12)Nc1ncc(C(F)(F)F)cc1Cl	-6	0.2	-0.1	3	-3	-1	6	26	7	-2	-6
Cc1nc(SCC(=O)N(C)Cc2ccco2)c2c(C)c(C)sc2n1	-5	-2.4	0.7	-7	14	0	6	4	-2	-16	2
Cc1ccc(S(=O)(=O)Cc2nnnn2-c2ccccc2)cc1	-6	-0.1	-0.3	7	-3	14	1	7	4	3	20
Cc1cccc2sc(N(CCCN(C)C)C(=O)CCc3ccccc3)nc12	-6	0.0	1.1	104*	27	18	31	10	-2	5	-11

Not a retest: 11 of the compounds above.
SMILES	CaV13 FRET inh	hiPSC survival	aDG glyco act	Peg3 promoter	PDI turbidity	Granule exo inh	TRPM1 prom inh	HIF-2a block	NR2E3 ag-1	Vif imaging	NR2E3 ag-2
O=C(NCCCN1CCOCC1)c1cc(-c2ccco2)nc2ccccc12	-6	-2.1	-0.1	-4	0	-13	9	14	/	-6	-23
C=CCN1c2ccccc2[C@]23C[C@@H](C(=O)OC)N(C(C)=O)C2=NC(C(=O)OC)=C(C(=O)OC)[C@H]13	-6	3.3	-0.4	4	-2	-7	2	9	-2	/	-12
CC(=O)NN1C(=O)/C(=C\c2ccc(O)cc2)SC1=S	-22	1.9	-0.2	-11	25	-1	3	-10	-5	-9	19
Cc1ccc(S(=O)(=O)N(C)C)cc1NC(=O)Nc1ccccc1F	-13	-0.3	-0.1	3	6	-4	/	3	2	/	17
Cc1ccc(-c2ccc(=O)n(CC(=O)Nc3cccc(C(=O)N4CCN(C)CC4)c3)n2)cc1	-6	-1.4	-0.1	14	2	1	3	-3	4	2	9
CN(C)CCCNc1nc2cc(-c3ccccc3)sc2c(=O)n1C	-6	6.6	0.5	-14	-5	2	/	-69	/	-5	-4
CCN(CC)C(=O)CN(C)S(=O)(=O)c1cccc2nsnc12	-5	3.9	0.0	17	3	-1	-4	18	4	-3	10
O=C(COC(=O)c1c2ccccc2cc2ccccc12)Nc1ncc(C(F)(F)F)cc1Cl	-6	0.2	-0.1	3	-3	-1	6	26	7	-2	-6
Cc1nc(SCC(=O)N(C)Cc2ccco2)c2c(C)c(C)sc2n1	-5	-2.4	0.7	-7	14	0	6	4	-2	-16	2
Cc1ccc(S(=O)(=O)Cc2nnnn2-c2ccccc2)cc1	-6	-0.1	-0.3	7	-3	14	1	7	4	3	20
Cc1cccc2sc(N(CCCN(C)C)C(=O)CCc3ccccc3)nc12	-6	0.0	1.1	104*	27	18	31	10	-2	5	-11

Other records
SMILES	CaV13 FRET inh	hiPSC survival	aDG glyco act	Peg3 promoter	PDI turbidity	Granule exo inh	TRPM1 prom inh	HIF-2a block	NR2E3 ag-1	Vif imaging	NR2E3 ag-2
O=C(COC(=O)c1ccc(F)c(S(=O)(=O)N2CCOCC2)c1)NCc1ccc2c(c1)OCO2	-5	0.0	0.0	-12	9	2	7	2	/	-4	6
O=C(O)CSCC(=O)N(Cc1ccccc1)c1nc(-c2ccccc2)c(-c2ccccc2)s1	-2	-0.4	0.0	23	9	5	6	15	1	14	26
Cc1ccc(CNC(=O)CSc2c3c(nc4cc(Cl)ccc24)CCCC3)o1	-6	-2.2	0.9	18	-5	-4	1	6	5	8	-40
COc1ccc(/C(N)=N/OC(=O)c2ccc3ccccc3c2)cc1OC	-4	-3.9	0.2	-35	13	-9	/	-127	/	5	-10
CCc1nc2ccc(C(=O)N(C)CC(=O)Nc3cccc(F)c3)cc2nc1CC	-6	0.0	-0.2	15	7	3	9	5	0	-2	23
Nn1c(SCc2c(F)cccc2F)nnc1-c1ccccn1	-5	-0.6	0.0	-227	4	1	-54	-238	2	-4	-78
Cc1ccc2nc3[nH]c(=O)[nH]c(=O)c3c(N)c2c1	-6	-3.5	0.1	-13	4	23	13	-7	/	18	-22
CC1=NC(C#N)=C(C#N)NC(C)(C)C1	-7	1.2	1.7	-9	3	3	10	6	-1	-1	-7
O=C(CSc1nnc2ccccn12)N1CCc2ccccc2C1	/	-3.3	0.1	-48	9	-6	-33	-119	0	8	-43
Cc1nc2ccccc2n1CC(O)COC1CCCCC1 (configuration not stated)	-7	-3.2	0.6	26	-3	0	5	-4	0	-4	-12
OC(CNCC1CCCO1)Cn1c2ccc(Br)cc2c2cc(Br)ccc21 (configuration not stated)	/	-3.7	1.8	104*	3	41	9	10	-3	5	-1
Cc1cc2c(cc1C)CSC(c1ccccc1OC(=O)C(C)(C)C)SC2	/	0.4	0.3	13	4	-2	-13	6	-4	-8	1
Nc1ccc(C2CCCc3nonc32)c2nonc12 (configuration not stated)	-9	-2.4	-0.3	10	0	0	17	13	-4	/	-10
CN(C)C(=O)C#Cc1ccccc1	1	-0.6	-0.1	7	-8	-3	-3	3	-2	21	-18
COc1cccc(C(=O)Oc2ccc(/C=N/NC(=O)c3ccncc3)cc2OC)c1	-2	0.7	-0.2	-10	3	30	9	5	2	7	-14
Cc1ccc(C(=O)NCC(=O)NCC(=O)OCC(=O)c2ccc([N+](=O)[O-])cc2)cc1	-8	-0.1	0.2	9	22	-1	9	-6	1	-16	2
CN(C(=O)CCc1nc2ccccc2c(=O)[nH]1)C1CCS(=O)(=O)C1 (configuration not stated)	-5	-0.3	-0.2	6	-1	-2	/	14	4	-2	-2
CC1CC(C)CN(S(=O)(=O)c2cccc(C(=O)OCCN3CCCC3=O)c2)C1 (configuration not stated)	/	-1.1	0.0	5	18	-1	13	19	2	8	-20
CCC(=O)Nc1nnc(-c2ccncc2)s1	-10	2.2	-0.2	-11	-5	4	-2	-39	4	2	-1
Cc1ccc(S(=O)(=O)N2CCCCC2C(=O)N(C)c2ccccc2)cc1 (configuration not stated)	-11	-1.7	0.0	5	/	-2	-5	-1	2	11	-13
O=C(CCNC(=O)c1ccccc1Cl)NCC(c1ccco1)N1CCCC1 (configuration not stated)	-6	-0.4	0.8	11	-2	2	14	-2	-5	-7	-3
CCOc1ccc(NC(=O)CN(C)CC(=O)Nc2cc(Cl)ccc2C#N)cc1OCC	-5	1.3	-0.2	22	7	1	19	13	-4	-17	-12
NC(=O)C1CCN(C(=O)CC2(CC(=O)O)CCCCC2)CC1	-5	0.6	0.0	-9	8	2	6	15	3	1	-5
CCNCc1cc(OCC)c(OCC(=O)NCCc2ccccc2)cc1Cl	-8	-1.0	0.3	3	-2	0	-8	5	-3	0	7
O=C(CSc1cccc[n+]1[O-])NN(c1ccccc1)c1ccccc1	-2	-0.6	0.1	-26	-3	-2	-8	-35	-2	-1	-20
CSc1ccc(NC(=O)CC(C)=O)cc1	-4	1.4	0.0	6	-10	1	-8	20	-4	-14	-34
COc1ccc(S(=O)(=O)Nc2ccc3c(c2)C(=O)N([C@H](C)CO)C[C@H](C)[C@@H](CN(C)C(=O)Nc2c(C)noc2C)OCCCC[C@H](C)O3)cc1	-6	-1.4	0.1	1	8	9	/	8	/	0	-36
COc1ccc(CC(=O)Nc2ccccc2NC(=O)c2ccco2)cc1OC	-18	-0.8	0.1	14	2	-13	11	10	-4	-2	-28
CN(C)c1nc(N(C)C)n(Cc2c(Cl)cccc2Cl)n1	-2	2.3	-0.3	-8	7	2	-2	-4	5	0	-18
Cc1cccc2nc(=S)n(C(=O)c3ccco3)n12	-3	-4.0	0.5	-298	-10	-1	-57	-310	1	14	-118
